Screening data (PubChem BioAssay)
KCNK9 inh: KCNK9 potassium channel inhibitors, primary screen, HEK293 cells, thallium flux; AID 488922, 2010; B-score at 10 µM; Potassium channel subfamily K member 9 (Homo sapiens), Q9NPC2; FluxOR thallium flux fluorescence; hits give low values; actives 1.2% (n = 310,000);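 active means ratio B-score over 3 SD below the library mean, with starting fluorescence within 5 SD of its mean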;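 further: negative B-score means less thallium flux so channel inhibition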
Target sequence (Q9NPC2 whole entry, looked up): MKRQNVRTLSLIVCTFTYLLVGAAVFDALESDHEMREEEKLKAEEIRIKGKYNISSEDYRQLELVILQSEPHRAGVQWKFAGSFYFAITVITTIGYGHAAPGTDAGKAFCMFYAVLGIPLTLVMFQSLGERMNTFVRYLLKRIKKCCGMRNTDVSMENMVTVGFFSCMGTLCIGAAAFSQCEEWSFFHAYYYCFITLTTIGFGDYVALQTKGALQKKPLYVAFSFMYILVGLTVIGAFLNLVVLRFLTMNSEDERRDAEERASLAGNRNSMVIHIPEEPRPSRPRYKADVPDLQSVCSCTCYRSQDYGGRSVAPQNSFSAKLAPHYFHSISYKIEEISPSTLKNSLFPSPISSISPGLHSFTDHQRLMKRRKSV
GSK3 alpha inh: blockers of GSK3A enzyme activity – biochemical, luminescence, cell-free homogeneous, HTS, primary screen | GSK-3 alpha kinase, ADP-Glo luminescence, 60 min | inhibition, % at 10 µM | actives 0.1% (n = 320,000) | AID 2650, 2010;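 in the data active means inhibition above about 50%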;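 further: GST-tagged GSK-3 alpha with peptide substrate and 25 µM ATP; 0% = DMSO neutral wells and 100% = GW8510 positive control wells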
Target sequence (P49840 whole entry, looked up): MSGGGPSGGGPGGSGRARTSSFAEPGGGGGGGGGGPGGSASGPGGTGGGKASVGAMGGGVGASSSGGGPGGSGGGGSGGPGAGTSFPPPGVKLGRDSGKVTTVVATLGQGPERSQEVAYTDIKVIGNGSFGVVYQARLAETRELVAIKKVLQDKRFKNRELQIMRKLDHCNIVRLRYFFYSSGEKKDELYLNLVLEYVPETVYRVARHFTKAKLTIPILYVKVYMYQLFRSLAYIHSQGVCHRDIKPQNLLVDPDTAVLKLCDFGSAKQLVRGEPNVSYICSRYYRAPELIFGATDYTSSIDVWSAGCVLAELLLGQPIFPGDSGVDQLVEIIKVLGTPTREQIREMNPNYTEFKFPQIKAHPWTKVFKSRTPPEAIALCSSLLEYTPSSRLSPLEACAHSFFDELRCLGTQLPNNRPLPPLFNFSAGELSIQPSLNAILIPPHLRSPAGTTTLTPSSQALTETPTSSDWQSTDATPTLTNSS
PolyA inhibitor: polyadenylation inhibitors in yeast reporter cells, primary screen, luminescence, S. cerevisiae. S. cerevisiae SKY197-pL101 polyadenylation reporter, beta-gal luminescence; efflux-impaired pdr1/pdr3 knockout yeast; score 100 = 6 SD above DMSO. calls only at 12 µM. actives 0.02% (n = 300,000). AID 1875, 2009;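 active means lowest replicate activity score at least 50, where 100 means six control SD above control mean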;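 further: yeast exposed to compound for 9 h at 30 °C; higher score means more reporter readthrough which indicates perturbed polyadenylation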
GSK3beta inhib: human GSK3beta kinase inhibitors, primary screen, biochemical, cell-free homogeneous, HTS; GST-GSK3beta kinase, ADP-Glo luminescence, 60 min; hits give low values; Glycogen synthase kinase-3 beta (Homo sapiens), P49841; activity score (negative = inhibition), % at 10 µM; actives 0.038% (n = 300,000);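 active means more than half of replicate wells score below -50%, meaning over 50% inhibition versus plate controls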;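 further: 0% = median DMSO wells and -100% = median GW8510 positive control wells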
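Assay system: GST-fused GSK3beta enzyme, cell-free / Medium: Tris pH 7.5 buffer with MgCl2, DTT, BSA, heparin / Also added: peptide substrate plus 25 µM ATP (final) / Compound: 10 µM single point / Timing: kinase reaction with compound 60 min at room temperature / Detection: ADP-Glo luminescence / Benchmarks: DMSO neutral wells and GW8510 at 20 µM as positive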
RGS4 pot: RGS4 potentiators or activators, primary screen, cell-based, HEK293 M3R inducible RGS4, calcium flux; carbachol calcium flux Fluo4; hits give low values; B-score at 10 µM; actives 0.92% (n = 310,000);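 active means B-score of the integrated calcium signal more than 4 SD below the library mean, with starting fluorescence not abnormally high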;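 further: negative B-score means reduced calcium response which marks RGS4 activation or potentiation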
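Material: M3R-expressing HEK293 line, RGS4 induced by doxycycline | Schedule: Overnight RGS4 induction, 30 min dye load 37 °C, 20 min compound RT | Measured by: Fluo4 fluorescence kinetic imaging of calcium | Read-out: Integrated calcium ratio converted to B score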
KCNQ1 inh: inhibitors of human KCNQ1 channel, primary screen, cell-based, thallium flux, high-throughput | Potassium voltage-gated channel subfamily KQT member 1 (Homo sapiens), P51787 | CHO-K1 KCNQ1, FluxOR thallium flux fluorescence; hits give high values | B-score at 10 µM | actives 1.3% (n = 310,000);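 active means compounds whose thallium flux B-score, printed positive for inhibition, exceeds three library SD while starting fluorescence stays within three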;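 further: channel opened by potassium depolarization with thallium stimulus after 20 min compound exposure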
KCNK3 block: human KCNK3 channel inhibitors, primary screen, CHO cells, FluxOR thallium flux, B-score; actives 0.84% (n = 340,000); B-score at 10 µM; Potassium channel subfamily K member 3 (Homo sapiens), O14649; FluxOR fluorescence; hits give low values;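 active means B-score under library mean minus 4 SD, starting fluorescence ratio at most library mean plus 5 SD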;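 further: more negative B-score means stronger inhibition of thallium flux through KCNK3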
RGS4 inh: RGS4 inhibitors, primary screen, cell-based, HEK293 M3R inducible RGS4, calcium flux. Regulator of G-protein signaling 4 (Homo sapiens), P49798. Fluo-4 calcium flux; hits give high values; triggered by carbachol at its EC20. B-score at 10 µM. actives 0.45% (n = 310,000);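 active means B-score, a plate-corrected calcium signal, over three deviations above library mean, with baseline fluorescence within five deviations of library mean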;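 further: RGS4 expression induced by doxycycline in cells with stable M3 receptor; B-score is computed from the integrated fluorescence ratio over baseline after carbachol; higher B-score means a larger calcium signal and so more RGS4 inhibition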
Target sequence (P49798 whole entry, looked up): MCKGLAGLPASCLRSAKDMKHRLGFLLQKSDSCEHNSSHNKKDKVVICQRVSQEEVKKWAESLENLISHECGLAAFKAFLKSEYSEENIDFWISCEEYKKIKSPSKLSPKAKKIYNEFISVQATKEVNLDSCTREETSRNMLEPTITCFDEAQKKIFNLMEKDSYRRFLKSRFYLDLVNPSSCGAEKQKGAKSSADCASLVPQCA
DYRK1A inh: rat Dyrk1A kinase inhibitors, primary screen, biochemical, single point, plate reader | actives 0.43% (n = 310,000) | Dual specificity tyrosine-phosphorylation-regulated kinase 1A (Rattus norvegicus), Q63470 | inhibition, % at 12.5 µM | ADP-Glo luminescence, NFATc1 peptide; in the data active means inhibition above about 50%;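 further: plate controls were vehicle with enzyme for no effect and no enzyme for full effect; many of its hits are not listed in these tables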
hERG rescue: hERG rescue from dofetilide block, primary screen, cell-based, CHO-hERG, FluxOR thallium flux, dofetilide IC70; Voltage-gated inwardly rectifying potassium channel KCNH2 (Homo sapiens), Q12809; dofetilide IC70 present; activation (rescue from dofetilide block), less the hit threshold, % at 10 µM; actives 0.51% (n = 310,000); AID 1511, 2009;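 active means activation above the mean of controls blocked by dofetilide plus 5 SD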;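 further: thallium influx through hERG after potassium depolarization seen as dye fluorescence rise; in these data hits start at about 4.7%; inactives centre near -7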
KCNQ1 act: potentiators or activators of KCNQ1 channel, primary screen, cell-based, thallium flux, high-throughput; actives 0.35% (n = 310,000); B-score at 10 µM; Potassium voltage-gated channel subfamily KQT member 1 (Homo sapiens), P51787; CHO-K1 KCNQ1, thallium flux FluxOR fluorescence; hits give high values;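 active means fluorescence ratio B-score, a plate-corrected score, at least three library SD, with initial intensity B-score within 5 SD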
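Material: CHO-K1 cells stably expressing KCNQ1. Medium: assay buffer for compound exposure, DMSO matched across wells. Reagent: K+/Tl+ depolarizing stimulus. Compound dosing: single-concentration screen. Times: 37 °C overnight plating, 90-min dark dye load, 20-min compound pretreatment. Technique: FluxOR Tl+ flux fluorescence.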
* = called active by the depositor; i = inactive; nt = no result given.

canonical_smiles,KCNK9 inh,GSK3 alpha inh,PolyA inhibitor,GSK3beta inhib,RGS4 pot,KCNQ1 inh,KCNK3 block,RGS4 inh,DYRK1A inh,hERG rescue,KCNQ1 act
O=C(CN1C(=O)c2ccccc2C1=O)Nc1ccccc1F,i,-5,i,-6,i,i,i,i,-1,-6,i
CCOc1ccc(/C=N/OCC(=O)Nc2cc(C)on2)cc1,i,1,i,0,i,i,i,i,2,-10,i
CC(C)N(C)S(=O)(=O)c1ccc(NC(=O)CSC(=S)N2CCCC2)cc1,i,1,i,7,i,i,i,i,4,-13,i
Cc1ccc(O)c(-c2cc(-c3ccccc3F)[nH]n2)c1,i,-3,i,1,i,i,i,i,-5,-7,i
O=C(NC1(C(F)(F)F)N=C2SCCN2C1=O)c1ccccc1F (stereo not drawn),i,-1,i,-3,i,i,i,i,nt,-4,i
O=C(CN1C(=O)c2ccccc2S1(=O)=O)N1CCCCC1,i,-2,i,-3,i,i,i,i,0,-4,i
COc1ccc(N(C(C)C(=O)N(C)Cc2ccccc2)S(C)(=O)=O)cc1 (stereo not drawn),i,-2,i,3,i,i,i,i,nt,-10,i
CCCn1c(CNC(=O)c2cccs2)nc2ccccc21,i,1,i,-4,i,i,i,i,-5,-11,i
CCOc1ccc(OCC)c(NC(=O)CSCC(=O)O)c1,i,-1,i,1,i,i,i,i,3,-14,i
COc1ccccc1NS(=O)(=O)c1ccc2c(c1)NC(=O)CC(=O)N2,i,1,i,2,i,i,i,i,nt,-4,i
COc1cc(Br)ccc1NC(=O)c1ccccc1-c1ccccc1C(=O)O,i,-6,i,-2,i,i,i,i,2,-8,i
Cc1occc1-c1nnc(SCC(=O)Nc2ccc(F)cc2)n1C,i,-2,i,4,i,i,i,i,-7,-5,i

More structures:
canonical_smiles,KCNK9 inh,GSK3 alpha inh,PolyA inhibitor,GSK3beta inhib,RGS4 pot,KCNQ1 inh,KCNK3 block,RGS4 inh,DYRK1A inh,hERG rescue,KCNQ1 act
COc1ccc(OCC(=O)Nc2ccccc2N2CCN(C)CC2)cc1,i,5,i,-1,i,i,i,i,3,3,i
COc1ccc(CCN(Cc2cccs2)S(=O)(=O)c2ccc(S(=O)(=O)N3CCCCCC3)cc2)cc1OC,i,0,i,3,i,i,i,i,-4,-6,i
COC(=O)c1ccc(NC(=O)C2CCCN2S(=O)(=O)c2ccc(F)cc2)cc1 (stereo not drawn),i,-2,i,1,i,i,i,i,-3,-5,i
O=C(Nc1ccc(-c2cccc(F)c2)cc1)C1CCCN(Cc2ccccn2)C1 (stereo not drawn),i,-1,i,-2,-8.1*,6*,i,i,11,-23,i
COc1ccc(CNC(=O)/C=C/c2cc3c(cc2Br)OCO3)cc1,i,-4,i,0,i,i,i,i,-5,-11,i
COCCN(C(=O)CCC(=O)Nc1cccnc1)C(C(=O)NC1CCCCC1)c1ccccc1 (stereo not drawn),i,1,i,-2,i,i,i,i,-3,-15,i
Cc1ccc(Oc2ncnc(N)c2[N+](=O)[O-])cc1,i,2,i,2,i,i,i,i,nt,-14,i
O=C(CNC(=O)c1ccc2c(c1)OCCO2)N/N=C/c1ccc([N+](=O)[O-])cc1,i,2,i,6,i,i,i,i,-6,-5,i
Cc1cc(NS(=O)(=O)c2ccc(NC(=O)CCc3ccccc3)cc2)no1,i,-1,i,-2,i,i,i,i,7,0,i
CCOc1ccc(NC(=O)CCC(=O)OC)cc1,i,0,i,-6,i,i,i,i,5,-11,i
Nc1ccc(Oc2cc(N)cc(Oc3ccccc3)c2)cc1,i,-2,i,1,i,i,i,i,2,-6,i
COc1ccc(N2C(=O)NC3CC2(C)Oc2ccc(Cl)cc23)cc1OC (stereo not drawn),i,0,i,0,i,i,i,i,8,-11,i

Other compounds follow.
canonical_smiles,KCNK9 inh,GSK3 alpha inh,PolyA inhibitor,GSK3beta inhib,RGS4 pot,KCNQ1 inh,KCNK3 block,RGS4 inh,DYRK1A inh,hERG rescue,KCNQ1 act
O=C(Cc1c(Cl)cccc1Cl)Nc1ccc(S(=O)(=O)Nc2ncccn2)cc1,i,-2,i,2,i,i,i,i,2,-3,i
CCn1c(Cc2ccccc2)nnc1SCC(=O)Nc1cc(C)on1,i,-2,i,3,i,i,i,i,6,-10,i
Cc1ccc([N+](=O)[O-])cc1Nc1nc(N2CCCC2)nc(N2CCCC2)n1,i,6,i,-1,i,i,i,i,11,-3,i
O=C(O)C1CCCCC1C(=O)Nc1ccc(S(=O)(=O)N2CCCCC2)cc1 (stereo not drawn),i,-2,i,5,i,i,i,i,-1,-8,i
CCc1ccc(OCC(=O)NNC(=O)Cc2ccc(S(=O)(=O)N3CCOCC3)s2)cc1,i,-4,i,3,i,i,i,i,0,-10,i
CC(C)(C)c1ccc(-n2ncc3c2CCCC3NC(=O)CCN2CCCO2)cc1 (stereo not drawn),i,-1,i,2,i,i,i,i,-5,-7,i
Cn1cnnc1Sc1ccc(C(=O)OCC(=O)Nc2cc(Cl)cc(Cl)c2)cc1[N+](=O)[O-],i,0,i,-5,i,i,i,i,3,-8,i
Cc1sc(NC(=O)c2ccco2)c(C(Nc2ccccn2)c2ccccc2)c1C (stereo not drawn),i,9,i,2,i,i,i,i,-2,-8,i
COCCN1Cc2cccc(C(=O)NC3CCCCCC3)c2C1=O,i,1,i,2,i,i,i,i,-3,-4,i
O=C(O)c1ccc(-n2nc(-c3ccccc3)c3ccccc3c2=O)cc1,i,-1,i,2,i,i,i,i,0,-5,i
COc1ccccc1CNC(=O)c1ccc(OC(F)F)c(OC)c1,i,nt,nt,0,i,i,i,i,-4,-2,i
Cn1nnnc1SCCNCC#Cc1ccccc1,i,-1,i,3,i,i,i,i,2,-9,i

Next structures
canonical_smiles,KCNK9 inh,GSK3 alpha inh,PolyA inhibitor,GSK3beta inhib,RGS4 pot,KCNQ1 inh,KCNK3 block,RGS4 inh,DYRK1A inh,hERG rescue,KCNQ1 act
CC(OC(=O)c1ccc(Cl)c(S(=O)(=O)N2CCOCC2)c1)C(=O)Nc1ccc(S(N)(=O)=O)cc1 (stereo not drawn),i,0,i,0,i,i,i,i,2,-18,i
Cc1onc(-c2ccccc2Cl)c1C(=O)N1CCc2ccccc21,i,-2,i,2,i,i,i,i,-2,1,i
CCc1ccc(S(=O)(=O)NCc2ccc(N3CCN(C)CC3)cc2)cc1,i,-2,i,2,i,i,i,i,-12,2,i
CC(c1ccccc1C(O)c1ccccc1)N(C)C (stereo not drawn),i,-3,i,-6,i,i,i,i,-10,1,i
COc1cc(-c2nnc(SCC(=O)c3ccccc3)o2)cc(OC)c1OC,i,-5,i,0,i,i,i,i,2,-8,i
S=C(Nc1cccc(Cl)c1)Nc1ccc2c(c1)OCCO2,i,-1,i,-1,i,8*,i,i,1,-16,i
CN(C)CCN1C(=O)C(O)=C(C(=O)c2ccco2)C1c1ccccc1F (stereo not drawn),i,-1,i,2,i,i,i,i,-2,-8,i
CC(C(=O)NCc1ccccc1)N1C(=O)C2CC=C(Cl)CC2C1=O (stereo not drawn),i,-1,i,-2,i,i,i,i,15,-10,i
CCCN1CCC(NC(=O)Cc2ccccc2OC)CC1,i,0,i,4,i,i,i,i,-4,-3,i
COc1ccc(N2CCN(C(=O)c3ccc(CNc4c(N5CCOCC5)c(=O)c4=O)cc3)CC2)cc1,i,0,i,2,i,i,i,i,0,-7,i
COc1ccc(C2CC(c3cccc(C)c3)n3nc(N)nc3N2)cc1 (stereo not drawn),i,nt,i,3,i,i,i,i,1,-3,i
COc1ccc(-c2cc(C(=O)N3CCN(c4ccc(F)cc4)CC3)no2)cc1,i,-1,i,-2,i,i,i,i,-1,-3,i

The list goes on:
canonical_smiles,KCNK9 inh,GSK3 alpha inh,PolyA inhibitor,GSK3beta inhib,RGS4 pot,KCNQ1 inh,KCNK3 block,RGS4 inh,DYRK1A inh,hERG rescue,KCNQ1 act
CC1(C)C2CCC(C2)C1C/C=N/NC(N)=S (stereo not drawn),i,-1,i,0,i,i,i,i,8,-4,i
Cc1ccc(C(=O)NCc2nnc(SCC(=O)NC(C)c3ccccc3)n2C)cc1 (stereo not drawn),i,-2,i,0,i,i,i,i,-1,-7,i
CCCCCC(=O)NNC(=S)NC(=O)c1ccc([N+](=O)[O-])cc1,i,-1,i,6,i,i,i,i,6,2,i
COc1ccc(NC(=O)CS(=O)CC(=O)NCc2cccc(C(F)(F)F)c2)cc1 (stereo not drawn),i,0,i,3,i,i,i,i,1,3,i
O=C(CNc1cc(S(=O)(=O)N2CCOCC2)ccc1NCC1CCCO1)Nc1ccccc1F (stereo not drawn),i,2,i,-3,i,i,i,i,-6,-7,i
CCOc1ccccc1N1CCN(C(=O)c2ccc3c(c2)OCO3)CC1,i,-1,i,0,i,i,i,i,2,-7,i
CC1CN(c2oc(-c3ccco3)nc2S(=O)(=O)c2ccccc2)CC(C)O1 (stereo not drawn),i,-1,i,0,i,i,i,i,-2,-2,i
COc1ccc2nc(NC(=O)Cn3cnc4ccccc4c3=O)sc2c1,i,-5,i,5,i,i,i,i,-1,-12,i
COc1ccccc1CNC(=O)COC(=O)c1ccc(S(=O)(=O)N2CCCC2)cc1,i,1,i,3,i,i,i,i,-12,-2,i
O=C(NC(=S)Nc1ccc2cn[nH]c2c1)c1ccccc1,i,10,i,0,i,i,i,i,28,1,i
COc1ccccc1/C=C/C(=O)c1ccc(Cl)cc1,i,nt,i,-3,i,i,i,i,5,-10,i
Cc1nn(-c2ccccc2)c(C)c1C(=O)OCC(=O)NC(=O)NC1CCCC1,i,-2,i,-1,i,i,i,i,5,-15,i

These rows are one share of the data (hit frequency here may not be typical).
